PAD4 inh – inhibitors of human PAD4 | inhibition, % at 6.36 µM | hit rate 0.41% among 330,000 | recombinant PAD4, RCA probe fluorescence polarization;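 active = percent inhibition above a cutoff equal to the mean of all tested compounds plus 3 SD, cut at about 15% in these data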;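 note: 0% = PAD4 with RCA probe and DMSO and 100% = probe without PAD4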
LYPLA1 counter – LYPLA1 (human) inhibition in PME1 counter-screen; inhibition, % at 5.9 µM; hit rate 0.16% among 320,000; recombinant LYPLA1, FP-Rh probe fluorescence polarization; O75608;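 active = inhibition above the mean of all tested compounds plus 3 SD, set per campaign, cut at about 14% in these data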;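 note: inhibitors block serine hydrolase probe labeling of LYPLA1 so polarization falls; 0% = enzyme with DMSO and 100% = wells lacking LYPLA1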
PAFAH1B3 FP inh – blocks human PAF acetylhydrolase 1B catalytic subunit 3; hit rate 0.28% among 340,000; recombinant PAFAH1B3, FP-rhodamine probe, fluorescence polarization; AID 492972; inhibition, % at 3.39 µM;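 active = inhibition above the screen-wide average of all tested compounds plus 3 SD, cut at about 25% in these data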;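 note: 0% = enzyme with DMSO only and 100% = wells lacking PAFAH1B3 protein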
PAFAH1B2 FP inh – inhibitors of human PAFAH1B2 | AID 492953 | P68402 | inhibition, % at 3.39 µM | recombinant PAFAH1B2, FP-rhodamine activity probe, fluorescence polarization | hit rate 1.2% among 340,000;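 active = inhibition above the mean of all tested compounds plus 3 SD, cut at about 24% in these data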;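 note: 0% = enzyme with DMSO and 100% = wells lacking PAFAH1B2; many of its hits are not listed in these tables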
PREPL inh – inhibits the human prolyl oligopeptidase-like enzyme; Q4J6C6; recombinant PREPL, fluorescence polarization activity-based probe; inhibition, % at 5.96 µM; hit rate 0.68% among 320,000; in the data active = inhibition above about 43%;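 note: 0% = enzyme with DMSO and 100% = wells lacking enzyme; many of its hits are not listed in these tables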
Target sequence (Q4J6C6 whole entry, looked up): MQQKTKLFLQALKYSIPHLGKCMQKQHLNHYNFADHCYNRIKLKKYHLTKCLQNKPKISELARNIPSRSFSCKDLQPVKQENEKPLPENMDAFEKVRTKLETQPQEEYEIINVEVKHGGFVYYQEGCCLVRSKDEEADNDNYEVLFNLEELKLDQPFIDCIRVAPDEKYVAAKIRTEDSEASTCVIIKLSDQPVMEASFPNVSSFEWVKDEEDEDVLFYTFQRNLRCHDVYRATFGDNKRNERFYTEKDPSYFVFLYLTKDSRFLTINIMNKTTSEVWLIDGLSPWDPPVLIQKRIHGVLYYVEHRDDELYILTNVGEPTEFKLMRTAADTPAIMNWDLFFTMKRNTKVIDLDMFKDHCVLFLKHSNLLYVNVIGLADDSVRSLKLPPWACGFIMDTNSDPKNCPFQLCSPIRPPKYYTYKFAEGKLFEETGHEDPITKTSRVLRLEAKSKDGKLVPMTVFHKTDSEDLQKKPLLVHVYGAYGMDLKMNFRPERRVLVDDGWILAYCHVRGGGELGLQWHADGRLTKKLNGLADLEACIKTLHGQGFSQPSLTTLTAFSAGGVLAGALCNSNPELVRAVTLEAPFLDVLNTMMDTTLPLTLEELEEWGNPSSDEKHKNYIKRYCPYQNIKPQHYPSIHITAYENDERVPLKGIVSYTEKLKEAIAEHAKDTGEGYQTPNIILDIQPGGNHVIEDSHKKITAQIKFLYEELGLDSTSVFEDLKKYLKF
LYPLA2 inh – LYPLA2 (human) inhibition in PME1 counter-screen | recombinant LYPLA2, FP-Rh probe fluorescence polarization | inhibition, % at 5.9 µM | hit rate 0.38% among 320,000;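 active = inhibition above the screen-wide mean plus 3 SD, limit set per campaign, cut at about 26% in these data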;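 note: 0% = LYPLA2 with DMSO and 100% = wells lacking LYPLA2 enzyme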
Target sequence (O95372 whole entry, looked up): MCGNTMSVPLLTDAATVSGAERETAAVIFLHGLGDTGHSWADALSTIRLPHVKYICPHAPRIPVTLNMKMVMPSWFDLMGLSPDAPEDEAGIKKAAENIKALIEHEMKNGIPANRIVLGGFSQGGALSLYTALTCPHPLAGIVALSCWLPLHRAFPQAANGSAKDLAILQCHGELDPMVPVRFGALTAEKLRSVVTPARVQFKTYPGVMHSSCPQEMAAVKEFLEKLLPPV
pPAFAH FP inh – pPAFAH (human) enzyme inhibition | inhibition, % at 3.39 µM | hit rate 1.5% among 330,000 | recombinant pPAFAH, FP-rhodamine probe fluorescence polarization | AID 463082 | Q13093;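 active = inhibition above the mean inhibition across the screen plus 3 SD, cut at about 25% in these data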;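 note: inhibitors block binding of the rhodamine activity-based probe so polarization drops; 0% = enzyme with DMSO and 100% = wells lacking pPAFAH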
GSTO1 counter – counter-screen for RBBP9 inhibitors: inhibitors of human GSTO1; recombinant GSTO1, activity-based probe fluorescence polarization; inhibition, % at 5.96 µM; AID 1974; hit rate 1.1% among 300,000;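 active = inhibition above the campaign mean inhibition plus 3 SD, cut at about 35% in these data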;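 note: 0% = GSTO1-1 with DMSO and 100% = wells lacking GSTO1-1 enzyme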
PAFAH2 inh – PAFAH2 (human) inhibition; recombinant PAFAH2, FP-rhodamine activity probe, fluorescence polarization; inhibition, % at 3.39 µM; hit rate 0.99% among 340,000; AID 492956;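 active = inhibition above the mean over all tested compounds plus 3 SD, cut at about 30% in these data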;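 note: inhibitors block probe labeling of enzyme so polarization drops; 0% = enzyme with DMSO and 100% = wells lacking PAFAH2 protein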
An asterisk follows results filed as active.

`CCOC(=O)c1ccc(NC(=O)CSc2nnc(C3CC3)n2C)cc1` gave PAD4 inh 1.8, LYPLA1 counter -0.4, PAFAH1B3 FP inh -3.8, PAFAH1B2 FP inh 3.4, PREPL inh -8.9, LYPLA2 inh -2.8, pPAFAH FP inh -5.0, GSTO1 counter 8.4 and PAFAH2 inh -1.1.
Screening CCCCn1c(CN2CCN(c3cccc(Cl)c3)CC2)nc2c1c(=O)n(C)c(=O)n2C returned PAD4 inh 0.4, LYPLA1 counter 11.9, PAFAH1B3 FP inh 4.0, PAFAH1B2 FP inh 3.0, PREPL inh 25.2, LYPLA2 inh 10.0, pPAFAH FP inh -2.2, GSTO1 counter 5.0 and PAFAH2 inh -5.2.
Screening COc1ccc(S(=O)(=O)N(CC(=O)N2CCN(C)CC2)c2ccc(C)cc2)cc1OC returned PAD4 inh 6.6, LYPLA1 counter -1.1, PAFAH1B3 FP inh 5.8, PAFAH1B2 FP inh -4.6, PREPL inh 8.2, LYPLA2 inh -1.8, pPAFAH FP inh 4.1, GSTO1 counter 2.0 and PAFAH2 inh 2.5.
COc1ccc(CNC(=O)c2cc(S(=O)(=O)N3CCCC3)cn2C)cc1 was read as PAD4 inh 0.2, LYPLA1 counter 0.8, PAFAH1B3 FP inh -1.7, PAFAH1B2 FP inh 0.8, PREPL inh 11.1, LYPLA2 inh 5.1, pPAFAH FP inh -2.7, GSTO1 counter -1.6 and PAFAH2 inh -1.2.
C=CCc1cccc(/C=N/n2c(C)nnc2C)c1O was read as PAD4 inh -2.5, LYPLA1 counter 2.1, PAFAH1B3 FP inh 0.8, PAFAH1B2 FP inh 2.3, PREPL inh -1.7, LYPLA2 inh -1.0, pPAFAH FP inh 0.3, GSTO1 counter -5.0 and PAFAH2 inh -1.3.
For O=C(CCC1CCCC1)Nc1ccon1 the results were PAD4 inh -4.3, LYPLA1 counter 7.0, PAFAH1B3 FP inh -9.2, PAFAH1B2 FP inh 3.8, PREPL inh 0.8, LYPLA2 inh 17.0, pPAFAH FP inh 6.1, GSTO1 counter -1.0 and PAFAH2 inh 1.6.
`CC(C)(C)C(=O)CSc1nnc(-c2cccs2)n1CC1CCCO1` (centres undefined) gave PAD4 inh 1.8, LYPLA1 counter -0.7, PAFAH1B3 FP inh 6.4, PAFAH1B2 FP inh -0.5, PREPL inh 8.1, LYPLA2 inh 4.0, pPAFAH FP inh 0.2, GSTO1 counter 4.4 and PAFAH2 inh 2.8.
CCn1c(CSc2nc3ccccc3s2)nnc1SCC(=O)c1ccc(O)cc1O was read as PAD4 inh 4.1, LYPLA1 counter 2.9, PAFAH1B3 FP inh 2.5, PAFAH1B2 FP inh 3.6, PREPL inh 8.9, LYPLA2 inh 0.9, pPAFAH FP inh 3.6, GSTO1 counter 4.3 and PAFAH2 inh 0.7.
Screening O=C(Cn1cnc2c(OCc3ccccc3)ncnc21)NCc1ccccn1 returned PAD4 inh 4.2, PAFAH1B3 FP inh 1.8, PAFAH1B2 FP inh 2.7, PREPL inh 8.4, pPAFAH FP inh -2.2 and PAFAH2 inh 2.1.
`c1ccc(C2CCC(N3CCC(N4CCCCC4)CC3)CC2)cc1` (centres undefined) gave PAD4 inh -5.8, LYPLA1 counter -0.4, PREPL inh 9.9, LYPLA2 inh 1.4, pPAFAH FP inh 4.6 and GSTO1 counter -4.6.
Screening CCN(CC)C(=O)N1c2ccccc2Sc2ccccc21 returned PAD4 inh -1.7, LYPLA1 counter 0.8, PAFAH1B3 FP inh 9.1, PAFAH1B2 FP inh 1.8, PREPL inh -12.1, LYPLA2 inh 1.4, pPAFAH FP inh -2.2, GSTO1 counter 7.7 and PAFAH2 inh 7.5.
`COc1ccc(Cn2c(=O)oc3ccc(C)cc32)cc1` gave PAD4 inh -6.8, LYPLA1 counter 5.3, PAFAH1B3 FP inh -1.3, PAFAH1B2 FP inh -1.2, PREPL inh 14.4, LYPLA2 inh 0.1, pPAFAH FP inh 5.0, GSTO1 counter 2.9 and PAFAH2 inh 7.0.
For COc1ccc(/C=N/Nc2cc(C)nc3c(C)cccc23)cc1 the results were PAD4 inh -2.7, LYPLA1 counter -2.2, PAFAH1B3 FP inh -1.5, PAFAH1B2 FP inh 1.0, PREPL inh 47.6*, LYPLA2 inh -3.0, pPAFAH FP inh 7.1, GSTO1 counter 4.8 and PAFAH2 inh -2.6.
For Cc1ccccc1C(=O)NC(=S)NCCc1ccccc1 the results were PAD4 inh -4.4, LYPLA1 counter 0.3, PAFAH1B3 FP inh -4.3, PAFAH1B2 FP inh 5.2, PREPL inh -0.8, LYPLA2 inh 1.1, pPAFAH FP inh -3.4, GSTO1 counter -3.7 and PAFAH2 inh -1.8.
`CC(=O)Nc1ccc(N(C(=O)CNC(=O)c2ccco2)C(C(=O)NCc2ccco2)c2ccccc2F)cc1` (centres undefined) gave PAD4 inh 1.1, LYPLA1 counter -2.8, PAFAH1B3 FP inh -2.4, PAFAH1B2 FP inh 1.8, PREPL inh 4.4, LYPLA2 inh -6.2, pPAFAH FP inh 7.5, GSTO1 counter -1.9 and PAFAH2 inh 2.6.
O=C(CN(Cc1ccc(F)cc1)C(=O)CNS(=O)(=O)c1ccccc1)NCC1CCCO1 (centres undefined) was read as PAD4 inh -1.0, LYPLA1 counter -4.0, PAFAH1B3 FP inh 1.4, PAFAH1B2 FP inh 2.0, PREPL inh -8.1, LYPLA2 inh -2.7, pPAFAH FP inh 5.4, GSTO1 counter 1.6 and PAFAH2 inh 7.3.
For O=C(Cc1ccccn1)c1ccc(Cl)cc1 the results were PAD4 inh -2.0, LYPLA1 counter 0.2, PAFAH1B3 FP inh 0.7, PAFAH1B2 FP inh 5.8, PREPL inh -2.3, LYPLA2 inh 3.0, pPAFAH FP inh 3.3, GSTO1 counter 3.6 and PAFAH2 inh -5.9.
Screening Cc1ccccc1NC(=O)c1cc(S(=O)(=O)N2CCOCC2)cs1 returned PAD4 inh -2.4, LYPLA1 counter -3.4, PAFAH1B3 FP inh 3.8, PAFAH1B2 FP inh 7.7, PREPL inh 0.2, LYPLA2 inh 4.3, pPAFAH FP inh 3.5, GSTO1 counter 8.2 and PAFAH2 inh 6.4.
Cc1cc(C)cc(NC(=O)C(OC(=O)c2cc[n+]([O-])cc2)c2ccccc2)c1 (centres undefined) was read as PAD4 inh -6.2, LYPLA1 counter -0.8, PAFAH1B3 FP inh 2.1, PAFAH1B2 FP inh -0.7, PREPL inh -5.2, LYPLA2 inh -3.1, pPAFAH FP inh 1.3 and PAFAH2 inh -1.5.
For Cc1cccc(C)c1NC(=O)CCCn1nc(C)c2c(C)n(-c3ccccc3)nc2c1=O the results were PAD4 inh -5.7, LYPLA1 counter -4.5, PAFAH1B3 FP inh 2.9, PAFAH1B2 FP inh -3.0, PREPL inh -2.1, LYPLA2 inh -5.3, pPAFAH FP inh -1.7, GSTO1 counter 0.9 and PAFAH2 inh 2.8.
CC1CCN(S(=O)(=O)c2ccc(-c3nnc(SCc4cccnc4)o3)cc2)CC1 was read as PAD4 inh 0.4, LYPLA1 counter 0.6, PAFAH1B3 FP inh 3.3, PAFAH1B2 FP inh 5.2, PREPL inh 16.6, LYPLA2 inh 6.7, pPAFAH FP inh 1.8, GSTO1 counter 2.6 and PAFAH2 inh -7.9.
For COc1ccc(/C(O)=C2/C(=O)C(=O)N(CCN3CCOCC3)C2c2ccccn2)cc1OC (centres undefined) the results were PAD4 inh -4.2, LYPLA1 counter -0.5, PAFAH1B3 FP inh 0.8, PAFAH1B2 FP inh 4.0, PREPL inh 3.6, LYPLA2 inh 1.3, pPAFAH FP inh -1.0, GSTO1 counter -0.4 and PAFAH2 inh -2.4.
COc1ccc(C(=O)C2CCN(CC(=O)Nc3cc(C)cc(C)c3)CC2)cc1 was read as PAD4 inh -1.8, LYPLA1 counter 1.0, PAFAH1B3 FP inh 3.0, PAFAH1B2 FP inh 3.5, PREPL inh -2.9, LYPLA2 inh -1.0, pPAFAH FP inh -1.6, GSTO1 counter 1.6 and PAFAH2 inh 4.6.
CCc1noc(C)c1C(=O)Nc1nc(-c2cc(OC)ccc2OC)cs1 was read as PAD4 inh 1.9, LYPLA1 counter -2.6, PAFAH1B3 FP inh 2.6, PAFAH1B2 FP inh -4.2, PREPL inh 2.8, LYPLA2 inh -6.2, pPAFAH FP inh 5.7, GSTO1 counter -5.0 and PAFAH2 inh -4.8.
`COc1ccc(-c2ccc3c(c2)S(=O)(=O)c2cccc(C(=O)O)c2C3=O)cc1OC` gave PAD4 inh -3.4, LYPLA1 counter -1.5, PAFAH1B3 FP inh -2.1, PAFAH1B2 FP inh -4.8, PREPL inh 1.8, LYPLA2 inh 1.4, pPAFAH FP inh 3.2 and PAFAH2 inh -1.3.
`Cc1ccc(SCC(=O)Nc2nnc(C(C)(C)C)s2)cc1` gave PAD4 inh 1.8, LYPLA1 counter 2.1, PAFAH1B3 FP inh -5.7, PAFAH1B2 FP inh -36.2, PREPL inh 13.7, LYPLA2 inh -3.8, pPAFAH FP inh 7.3, GSTO1 counter 5.2 and PAFAH2 inh -12.0.
`Cc1[nH]c2ccccc2c1C(C[N+](=O)[O-])c1cccs1` (centres undefined) gave PAD4 inh 6.8, LYPLA1 counter -0.9, PAFAH1B3 FP inh -4.8, PAFAH1B2 FP inh 2.6, PREPL inh 7.7, LYPLA2 inh -3.8, pPAFAH FP inh 2.9, GSTO1 counter 3.4 and PAFAH2 inh 7.1.
For CC(C)c1nnc(NC(=O)CCC(=O)N2CCN(C3c4ccccc4-c4ccccc43)CC2)s1 the results were PAD4 inh -0.8, LYPLA1 counter 0.8, PAFAH1B3 FP inh -1.6, PAFAH1B2 FP inh 2.2, PREPL inh -2.0, LYPLA2 inh -6.2, pPAFAH FP inh 6.8, GSTO1 counter 7.0 and PAFAH2 inh 3.4.
CC(C(=O)Nc1ncn[nH]1)N1C(=O)c2ccccc2C1=O (centres undefined) was read as PAD4 inh -4.4, LYPLA1 counter -6.1, PAFAH1B3 FP inh 16.5, PAFAH1B2 FP inh -1.2, PREPL inh 4.8, LYPLA2 inh -2.7, pPAFAH FP inh -8.7, GSTO1 counter 11.3 and PAFAH2 inh -3.2.
For O=C(NCc1cccnc1)c1ccc(Cn2c(=S)[nH]c3ccc(Br)cc3c2=O)cc1 the results were PAD4 inh -5.2, LYPLA1 counter -5.6, PAFAH1B3 FP inh -13.4, PAFAH1B2 FP inh -6.5, PREPL inh 4.5, LYPLA2 inh -13.9, pPAFAH FP inh 3.1, GSTO1 counter -4.5 and PAFAH2 inh -8.4.
For CCOC(=O)CCSCC(=O)N1N=C(c2cccs2)CC1c1ccc(C)cc1 (centres undefined) the results were PAD4 inh 4.8, LYPLA1 counter 2.7, PAFAH1B3 FP inh -1.7, PAFAH1B2 FP inh -4.9, PREPL inh 6.0, LYPLA2 inh 5.8, pPAFAH FP inh 4.2, GSTO1 counter -0.2 and PAFAH2 inh 11.3.
For Cc1nccc(-c2sc(-c3cccs3)nc2C)n1 the results were PAD4 inh -0.4, LYPLA1 counter -0.8, PAFAH1B3 FP inh 7.8, PAFAH1B2 FP inh 7.0, PREPL inh -14.1, LYPLA2 inh 3.8, pPAFAH FP inh -1.6, GSTO1 counter -2.1 and PAFAH2 inh -8.1.
Screening CC(C)C(c1nnnn1C1CCCC1)N1CCN(c2ccccc2F)CC1 (centres undefined) returned PAD4 inh -0.5, LYPLA1 counter 0.0, PAFAH1B3 FP inh 1.0, PAFAH1B2 FP inh 1.4, PREPL inh 2.8, LYPLA2 inh 4.3, pPAFAH FP inh 3.9, GSTO1 counter 2.2 and PAFAH2 inh 1.1.

Source: PubChem BioAssay (The Scripps Research Institute Molecular Screening Center)

Only part of the results is shown; count on the stated rates, not on these rows.
